# A549 viability: Nrf2 qHTS screen for inhibitors: counterscreen for cytotoxicity; A549 ARE-Fluc cells, CellTiter-Fluor viability, 18-24 h; Potency, µM (top dose mostly 46 µM), without a hit: top-dose activity change, negative = cytotoxicity, most hits filed as inhibitors; hit rate 0.16% among 390,000; also: potency is read from the fitted curve at half-maximal effect; % is scaled to controls: 0 for no effect and ±100 for the full control effect
#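 A549 ARE_Fluc cells in 5% FBS OPTI-MEM were exposed to compounds in concentration-response for 18-24 h at 37 deg C. Viability was read by CellTiter-Fluor fluorescence (Ex 405/Em 525) after 30 min, before the luciferase read.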
# Nrf2 inh: Nrf2 qHTS screen for inhibitors. hit rate 2.1% among 360,000. A549 ARE-Fluc reporter, luciferase luminescence, 18-24 h. Potency, µM (titrated, usually from 46 µM), without a hit: at the top dose activity change, negative = inhibition, usual class: inhibitors; also: potency is read from the fitted curve at half-maximal effect; % is scaled to controls: 0 for no effect and ±100 for the full control effect; nearly all actives have a fitted effect of over 60% in size
#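 Cells were seeded and rested 2 h, then exposed to compounds for 18-24 h. CellTiter-Fluor was read first as a viability measure. BugLite was added 15 min before the final luminescent read of ARE-luciferase activity in A549 cells.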
# HepG2 viability: qHTS for Inhibitors of TGF-b: Cytotox Counterscreen; HepG2 CAGA-GFP viability, ATP luminescence, 18 h; Potency, µM (titrated, usually from 46.1 µM), for the others: top-dose activity change, negative = cytotoxicity, usual class: cytotoxic; hit rate 0.76% among 410,000; AID 588856, 2011; also: potency is read from the fitted curve at half-maximal effect; some results filed as inactive show a strong effect at the top dose
#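 HepG2 CAGA-GFP cells (1000/well, DMEM with 1% FBS) received compound, then TGF-beta at 500 pg/mL final, and were incubated 18 hours at 37 degrees C. Viability was read by CellTiter-Glo luminescence. Media-only wells were set as complete cell-killing and DMSO as no toxicity.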
# pAkt inh: HTS Assay for Inhibitors of Akt Phophorylation: Primary Screen | activity change, % for hits at 50 µM | Neuro2A IGF-stimulated pAkt S473 HTRF, 20 min; hits give low values | hit rate 0.32% among 360,000 | AID 651550, 2012; in the data active = activity change below about -80%; inconclusive = mostly about -51% to -80%; also: % is scaled to controls: 0 for no effect and ±100 for the full control effect
#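 Single-point screen (50 µM final compound) in Neuro2A cells stimulated 20 min with 6 nM IGF at 37 deg C. After lysis, Ser473-phosphorylated Akt read by HTRF (ex 330 nm, em 615/665 nm) as the 665/615 ratio.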
# CCT modulator: High-Throughput Screening for Modulators of Cytosolic Chaperonin Activity. purified chaperonin ATPase assay, HTRF ADP detection, 30 min. activity change, % (concentration not given with the values), hits read low. hit rate 0.3% among 360,000. AID 651819, 2012; in the data active = activity change below about -30%; also: % is scaled to controls: 0 for no effect and ±100 for the full control effect
#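 TRiC (40 or 20 nM final, by batch activity) in 30 mM Tris pH 7.4, 100 mM KCl, 5 mM MgCl2, 1 mM DTT was treated with compound at 76 uM single dose, then 10 uM ATP, 30 min at 37 °C. ADP was read by HTRF Transcreener.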
# Nrf2 activator: qHTS of Nrf2 Activators | Potency, µM (top dose mostly 46.1 µM), for inactives: at the top dose activation, most hits filed as activators | AREc32 ARE-luciferase reporter (MCF7-derived line), luminescence, 24 h | AID 624171, 2012 | hit rate 0.31% among 410,000; also: potency is read from the fitted curve at half-maximal effect; % of control where 0% means no effect; nearly all actives have a fitted effect of over 65% in size
#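 AREc32 cells carrying an ARE-driven firefly luciferase reporter were seeded at 1000 cells/well in OPTI-MEM with 5% FBS, then exposed to compound for 24 hr at 37 deg C. Luminescence was read with Steady-Glo after 30 min at RT.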
# TGFb SMAD3 inh: qHTS for Inhibitors of TGF-b; HepG2 CAGA-GFP TGF-b/SMAD3 reporter, GFP fluorescence, 18 h; TGF-beta stimulated, 500 pg/mL final; Potency, µM (series often up to 46.1 µM), without a hit: at the highest dose activity, negative = inhibition, usual class: inhibitors; hit rate 1.2% among 410,000; also: potency is read from the fitted curve at half-maximal effect; % is scaled to controls: 0 for no effect and ±100 for the full control effect; nearly all actives have a fitted effect of over 65% in size
#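 Using HEPG2 CAGA-GFP reporter cells at 1000 cells/well, we pinned test compounds, stimulated with recombinant TGF-beta (500 pg/mL final) and measured total well GFP after 18 h.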
# Abeta yeast res: qHTS for compounds that reverse cellular toxicity of Amyloid beta (A-beta) peptide in yeast: Primary Screen | Potency, µM (series often up to 46.1 µM), inactives show at the top dose growth rescue, most hits filed as activators | hit rate 0.063% among 410,000 | AID 1347071, 2019 | yeast expressing A-beta42, growth rescue, OD600, 48 h; response scale: 0% DMSO, 100% iron-clioquinol control; also: potency is read from the fitted curve at half-maximal effect; nearly all actives have a fitted effect of over 55% in size
#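 Yeast A-beta toxicity model in growth medium with pinned compounds, 48 h at 30 C; growth read as absorbance at 600 nm. Normalized to FeCl3/clioquinol equimolar mix (positive) and DMSO (negative).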
# Mm-Cpn inhibitor: Inhibitors of TCP-1 ring complex (TRiC) of Methanococcus maripaludis (MmCpn): qHTS. Chaperonin Mm-Cpn (Methanococcus maripaludis). purified Mm-Cpn ATPase, ADP Transcreener TR-FRET. Potency, µM (doses to about 76.9 µM), without a hit: at the top dose activity, negative = inhibition, hits mostly inhibitors. hit rate 0.031% among 330,000. AID 504842, 2011; also: potency is read from the fitted curve at half-maximal effect; % is scaled to controls: 0 for no effect and ±100 for the full control effect; nearly all actives have a fitted effect of over 80% in size
#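 Reaction buffer contained 30 mM Tris pH 7.4, 100 mM KCl, 5 mM MgCl2 and 1 mM DTT. Mm-CPN (25 nM final) hydrolysed 10 uM ATP over 30 min at 37°C; ADP was read by HTRF.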
# * hit, by the source's call; i = inactive; u = inconclusive; x = not tested or not shown. Unless noted, calls follow the shape of the dose curve; as a rule, active = well fitted curve in the direction sought with a large enough effect; inconclusive = small, poorly fitted or top-dose-only effect, or another doubt; inactive = no such curve, though single readings can be large; an effect the other way counts as inactive or inconclusive.
structure	A549 viability	Nrf2 inh	HepG2 viability	pAkt inh	CCT modulator	Nrf2 activator	TGFb SMAD3 inh	Abeta yeast res	Mm-Cpn inhibitor
O=C(Cc1cccs1)N/N=C\c1ccc([N+](=O)[O-])s1	-21.7%	u	-14.5%	i	-1.0	-0.5%	u	2.3%	3.8%
CCC(C)Cn1c(O)cc2nn(-c3nc4ccccc4s3)c(=O)c-2c1C (stereo unspecified)	1.0%	-1.0%	-4.5%	i	-1.7	-0.1%	0.8%	-14.4%	-1.8%
COc1ccc(OCC(=O)Nc2ccccc2C(=O)N2CCCC2)cc1	-10.3%	-16.2%	-20.0%	i	2.2	-0.6%	1.8%	0.1%	0.1%
CC1CCCN(C(=O)c2ccc(NC(=O)CC3SC(N4CCCC4)=NC3=O)cc2)C1 (stereo unspecified)	6.8%	16.1%	-2.7%	i	-6.4	0.9%	4.7%	4.0%	0.6%
C=CCOC(=O)Nc1snnc1C	2.8%	x	12.4%	i	-2.9	0.3%	1.0%	-1.4%	0.8%
C[C@H](C(=O)NCc1ccccc1)C(=O)c1ccccc1	9.0%	0.1%	-15.1%	i	-0.9	0.1%	-10.7%	11.3%	0.3%
O=C1CC(c2ccccc2)N1c1ccccc1 (stereo unspecified)	-4.1%	-5.3%	-31.2%	i	0.0	1.1%	4.6%	-5.6%	-0.5%
CCCCNc1c(-c2ccc(SC3CCCCC3)cc2)nc2cnccn12	u	16.3%	-36.5%	i	-0.9	-3.2%	u	6.1%	-2.0%
CCOc1ccc(C(=O)NCC(c2cccs2)N2CCOCC2)cc1 (stereo unspecified)	0.2%	0.1%	4.1%	i	-2.9	-0.9%	-0.3%	-0.3%	1.2%
CC(=O)N1CCN(S(=O)(=O)c2ccc3c(c2)OCCO3)CC1	1.2%	-6.9%	4.9%	i	-0.9	-1.1%	18.5%	-4.1%	-16.6%

# The list goes on; the last 2 above are carried over.
structure	A549 viability	Nrf2 inh	HepG2 viability	pAkt inh	CCT modulator	Nrf2 activator	TGFb SMAD3 inh	Abeta yeast res	Mm-Cpn inhibitor
CCOc1ccc(C(=O)NCC(c2cccs2)N2CCOCC2)cc1 (stereo unspecified)	0.2%	0.1%	4.1%	i	-2.9	-0.9%	-0.3%	-0.3%	1.2%
CC(=O)N1CCN(S(=O)(=O)c2ccc3c(c2)OCCO3)CC1	1.2%	-6.9%	4.9%	i	-0.9	-1.1%	18.5%	-4.1%	-16.6%
Cc1sc2ncn(CC(=O)N3CCN(c4ccccc4F)CC3)c(=O)c2c1S(=O)(=O)N1CCN(c2ncccn2)CC1	-10.1%	-18.2%	-1.5%	x	x	-0.2%	0.0%	10.2%	x
Cn1c(=O)c(=O)n(C)c2cc(S(=O)(=O)NCCOc3ccccc3Cl)ccc21	-4.1%	-9.6%	-0.6%	i	0.3	0.2%	13.3%	7.1%	2.7%
CC1CCN(S(=O)(=O)c2ccc3c(c2)N(CC(=O)N2CCN(c4ccccc4)CC2)C(=O)CO3)CC1	2.7%	1.4%	-7.4%	x	x	0.1%	-13.4%	-16.8%	x
CCOc1ccc(N(CC(=O)NCc2cccnc2)S(=O)(=O)c2ccc(F)cc2)cc1	1.4%	-5.6%	8.2%	i	-1.1	-0.2%	-4.4%	-10.0%	-1.6%
COc1ccc(C(=O)CN2C(=O)NC(C)(c3ccccc3)C2=O)cc1OC (stereo unspecified)	2.0%	10.8%	-0.5%	i	-2.5	-0.2%	u	-5.2%	0.7%
CCn1cc(CNC(=O)c2c(-c3c(Cl)cccc3Cl)noc2C)c(C)n1	4.1%	5.2%	-16.3%	i	-1.4	0.0%	12.7%	4.0%	0.6%
O=S1(=O)CCN2C=C(Cl)C=C(Cl)C2=N1	-4.4%	0.0%	-21.7%	i	1.5	0.8%	-10.8%	-9.5%	-0.1%
CSc1ncc(C(=O)Nc2cccc(Cl)c2C)c(-c2ccccc2)n1	13.8%	u	-20.5%	x	x	3.8%	-1.7%	-30.3%	x
NC(=O)CSc1nnnn1-c1cccc(O)c1	2.8%	x	-8.2%	x	x	2.4%	4.2%	-16.0%	x
CCCCCn1c(CN2CC(C)OC(C)C2)nc2c1c(=O)n(C)c(=O)n2C (stereo unspecified)	8.2%	1.8%	-2.6%	i	1.4	0.1%	-4.3%	-2.2%	0.4%
CCCc1nnc(NC(=O)c2cc(=O)c3cc(Cl)ccc3o2)s1	-5.4%	3.7%	-10.6%	x	x	-1.2%	-10.0%	-11.4%	x
Cc1c(C(=O)OCC2CCCO2)[nH]c2c1C(=O)CC(c1ccc(N(C)C)cc1)C2 (stereo unspecified)	-7.9%	u	-27.4%	i	-0.6	4.1%	-2.5%	-19.2%	-1.8%
Nn1c(SCC(=O)Nc2ccc(F)cc2F)nnc1-c1cccnc1	-15.9%	4.0%	1.2%	i	1.3	0.4%	1.4%	10.2%	1.4%
O=C(CSc1ccc(-c2cccnc2)nn1)c1ccc([N+](=O)[O-])cc1	-2.5%	-8.0%	-26.7%	i	-3.1	2.4%	-3.9%	-23.0%	-1.9%
Clc1ccc(-c2csc(Nc3cccnc3)n2)cc1	u	u	-21.3%	i	2.2	6.9%	2.8%	-7.3%	0.8%
CCCCn1nc2cc(C(=O)N[C@H](C)C3CCCCC3)ccc2c1OCC	u	u	-18.1%	i	0.0	0.5%	-22.6%	6.6%	-0.4%
O=C(CCc1ccccc1)Nc1ncc([N+](=O)[O-])s1	-11.1%	u	-23.1%	i	0.3	23.9%	u	15.6%	-2.6%
COc1ccc(Cn2ccc3nc(C)c(C(=O)N4CCN(c5ccccc5OC)CC4)cc3c2=O)cc1	4.5%	u	-2.6%	x	x	-0.8%	0.8%	2.7%	x
O=C(COC(=O)c1cc2ccccc2cc1O)Nc1cccnc1Cl	1.3%	14.4%	2.5%	i	-0.5	22.1%	0.6%	12.8%	-0.1%
COC(=O)c1ccc(C)c(NC(=O)C2COc3ccccc3O2)c1 (stereo unspecified)	0.0%	-5.6%	-2.1%	i	-1.4	0.1%	-6.0%	17.2%	-1.5%

# Single values from above.
# CC1CCN(S(=O)(=O)c2ccc3c(c2)N(CC(=O)N2CCN(c4ccccc4)CC2)C(=O)CO3)CC1 in TGFb SMAD3 inh shows -13.4%
# CSc1ncc(C(=O)Nc2cccc(Cl)c2C)c(-c2ccccc2)n1 in Abeta yeast res shows -30.3%
# O=S1(=O)CCN2C=C(Cl)C=C(Cl)C2=N1 in CCT modulator shows 1.5
# O=C(CCc1ccccc1)Nc1ncc([N+](=O)[O-])s1 in A549 viability shows -11.1%
# CCOc1ccc(C(=O)NCC(c2cccs2)N2CCOCC2)cc1 (stereo unspecified) in TGFb SMAD3 inh shows -0.3%

# Next part.
structure	A549 viability	Nrf2 inh	HepG2 viability	pAkt inh	CCT modulator	Nrf2 activator	TGFb SMAD3 inh	Abeta yeast res	Mm-Cpn inhibitor
O=C1CSC(c2ccc([N+](=O)[O-])cc2)N1CCN1CCCCC1 (stereo unspecified)	0.1%	-3.5%	0.5%	i	-1.5	-0.6%	11.7%	-11.1%	1.3%
CCOC(=O)c1c(C)nc(C(Cl)(Cl)Cl)nc1N	7.9%	-20.2%	-11.9%	i	1.8	2.4%	0.0%	-5.7%	0.6%
CCC(=O)N1CCc2cc(Br)cc(S(=O)(=O)NCC3CCCO3)c21 (stereo unspecified)	-4.1%	4.0%	-10.4%	i	-0.5	-0.9%	1.6%	2.2%	2.0%
CCOc1ccc(-c2ccc(SCC(=O)NC3CCCCC3)nn2)cc1	-4.8%	8.8%	-12.7%	i	-1.9	0.6%	u	-6.3%	-1.2%
Fc1cc(Cl)ccc1NC(=S)NCCN1CCOCC1	-3.2%	8.9%	-6.5%	i	-5.1	-0.6%	-0.8%	5.7%	0.4%
O=C(CSc1nn(-c2ccccc2)c(=S)s1)NC(=O)NCc1ccco1	1.5%	-20.0%	-10.0%	i	-2.8	6.8%	-10.1%	-20.1%	-15.6%
CCN1CCc2c(sc(NC(=O)c3ccc(S(=O)(=O)N4CCCC4)cc3)c2C(=O)NC)C1	-13.2%	1.0%	-74.7%	i	2.0	11.7%	u	-5.7%	-3.2%
CCOc1ccc(CCNC(=O)COC(=O)c2ccc(Br)o2)cc1OCC	1.3%	-5.7%	26.9%	i	-0.1	1.1%	20.1%	0.4%	1.8%
COc1ccc(C(=O)Nc2ccccc2N2CCCCC2)cc1[N+](=O)[O-]	-0.7%	u	7.3%	i	0.4	2.4%	-13.5%	9.1%	-0.1%
COc1cc(OC)c(NS(=O)(=O)c2ccc3c(c2)CCCN3C(C)=O)cc1Cl	2.7%	x	-23.9%	x	x	4.0%	-0.6%	-7.8%	x
CCOC(=O)c1[nH]c2ccc(OC)cc2c1NC(C)=O	0.0%	11.9%	-11.8%	i	-1.2	-0.2%	25.2%	1.5%	-9.7%
COc1cccc(CN2CCNC(=O)C2CC(=O)NCC2CCOCC2)c1 (stereo unspecified)	-0.6%	11.3%	4.8%	i	0.6	0.1%	-0.3%	3.5%	0.0%
O=C(CCc1ccc(S(=O)(=O)NCCc2ccccc2)cc1)Nc1ccc2c(c1)OCCO2	-5.4%	u	-3.0%	i	-1.2	0.0%	0.0%	26.0%	1.1%
